Screening data (PubChem)
KCNK3 inh: human KCNK3 channel inhibition, primary screen. 0.84% of 340,000 active. CHO-KCNK3 thallium flux, FluxOR fluorescence; stronger effect = lower value. B-score at 10 µM. AID 602410. O14649;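 active means B-score under library mean minus 4 SD, starting fluorescence ratio at most library mean plus 5 SD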;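 further: more negative B-score means stronger inhibition of thallium flux through KCNK3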
TRPC4 PAM: allosteric potentiators of mouse TRPC4 channel; 0.42% of 310,000 active; HEK293 TRPC4beta/mu-opioid, DAMGO EC20, Fluo-4 Ca2+ flux; stronger effect = higher value; Q9QUQ5; B-score at 10 µM;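 active means B-score of calcium response area above 5 SD of library B-scores, with initial fluorescence ratio within 5 SD of library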;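 further: B-score of integrated fluorescence ratio over time as area under calcium response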
Target sequence (Q9QUQ5 whole entry, looked up): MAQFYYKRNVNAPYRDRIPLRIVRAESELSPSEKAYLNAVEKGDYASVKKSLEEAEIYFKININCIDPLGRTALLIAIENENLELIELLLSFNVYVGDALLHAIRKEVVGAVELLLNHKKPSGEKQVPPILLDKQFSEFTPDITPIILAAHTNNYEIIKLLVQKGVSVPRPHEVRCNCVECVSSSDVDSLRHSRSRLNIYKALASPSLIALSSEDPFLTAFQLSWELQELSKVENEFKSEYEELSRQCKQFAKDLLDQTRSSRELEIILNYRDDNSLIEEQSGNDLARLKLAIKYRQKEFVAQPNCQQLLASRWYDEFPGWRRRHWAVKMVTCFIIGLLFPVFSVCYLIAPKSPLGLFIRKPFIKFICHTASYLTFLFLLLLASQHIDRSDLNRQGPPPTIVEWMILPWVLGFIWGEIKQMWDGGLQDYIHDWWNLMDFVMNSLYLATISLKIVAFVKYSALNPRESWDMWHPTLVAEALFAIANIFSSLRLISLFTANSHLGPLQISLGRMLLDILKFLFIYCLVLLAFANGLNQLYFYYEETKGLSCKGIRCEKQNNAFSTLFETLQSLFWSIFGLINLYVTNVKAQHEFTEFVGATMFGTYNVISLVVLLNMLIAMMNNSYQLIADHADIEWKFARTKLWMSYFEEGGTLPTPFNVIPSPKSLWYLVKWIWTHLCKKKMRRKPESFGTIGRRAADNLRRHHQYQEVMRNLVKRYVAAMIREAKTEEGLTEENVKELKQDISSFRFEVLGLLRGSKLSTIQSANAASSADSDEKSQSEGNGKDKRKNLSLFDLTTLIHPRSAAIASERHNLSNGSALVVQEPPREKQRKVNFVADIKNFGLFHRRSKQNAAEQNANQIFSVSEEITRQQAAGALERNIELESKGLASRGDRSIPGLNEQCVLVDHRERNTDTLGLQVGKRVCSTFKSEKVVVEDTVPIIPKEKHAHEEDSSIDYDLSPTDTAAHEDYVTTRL
hERG rescue: hERG (human) protection from proarrhythmic block. Q12809. CHO-hERG, FluxOR thallium flux, dofetilide IC70 present. activation (rescue from dofetilide block), less the hit threshold, % at 10 µM. 0.51% of 310,000 active. AID 1511;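 active means activation above the mean of controls blocked by dofetilide plus 5 SD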;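 further: thallium influx through hERG after potassium depolarization seen as dye fluorescence rise; in these data hits start at about 4.7%; inactives centre near -7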
KCNQ1 act: potentiators or activators of human KCNQ1 potassium channel | AID 2648 | 0.35% of 310,000 active | B-score at 10 µM | CHO-K1 KCNQ1, thallium flux FluxOR fluorescence; stronger effect = higher value;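 active means fluorescence ratio B-score, a plate-corrected score, at least three library SD, with initial intensity B-score within 5 SD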
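Material: CHO-K1 cells stably expressing KCNQ1. Medium: assay buffer for compound exposure, DMSO matched across wells. Reagent: K+/Tl+ depolarizing stimulus. Compound dosing: single-concentration screen. Times: 37 °C overnight plating, 90-min dark dye load, 20-min compound pretreatment. Technique: FluxOR Tl+ flux fluorescence.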
Dyrk1A ADPGlo: Dyrk1A (rat) kinase inhibition; Q63470; ADP-Glo luminescence, NFATc1 peptide; inhibition, % at 12.5 µM; 0.43% of 310,000 active; in the data active means inhibition above about 50%;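 further: plate controls were vehicle with enzyme for no effect and no enzyme for full effect; many of its hits are not listed in these tables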
TRPC4 block: TRPC4 (mouse) channel inhibition; Q9QUQ5; HEK293 TRPC4beta/mu-opioid, DAMGO-evoked Fluo4 calcium flux; stronger effect = lower value; B-score at 10 µM; 0.39% of 300,000 active;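 active means B-score over 3 SD under the library average, no early fluorescence shift, positive overall ratio signal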
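Assay system: TRPC4beta/mu-opioid receptor HEK293 cell line; compound dosing: single concentration per test compound; detection: Fluo4 Ca2+ flux fluorescence; evaluation: per-well B score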
TRPC4 agonist: opens the mouse TRPC4 cation channel. AID 2237. Q9QUQ5. 0.49% of 310,000 active. HEK293 TRPC4beta/mu-opioid, Fluo4 calcium fluorescence; stronger effect = higher value. B-score at 10 µM;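 active means B-score above 5 SD of library B-scores, and initial fluorescence ratio not above library mean plus 5 SD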;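 further: positive B-score marks a calcium rise read as TRPC4 activation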
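System – HEK293 cells stably co-expressing mouse TRPC4beta and mu-opioid receptor · Signal – Fluo4 calcium-sensitive dye fluorescence, kinetic, 1 Hz baseline · Benchmarks – buffer (low) and maximal DAMGO (high) · Read-out – B score of integrated fluorescence ratio per well · Incubation – dye loading 45 min room temperature, 110 s kinetic read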
KCNQ1 block: blocks the human KCNQ1 potassium channel; P51787; CHO-K1 KCNQ1, FluxOR thallium flux fluorescence; stronger effect = higher value; B-score at 10 µM; 1.3% of 310,000 active;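 active means compounds whose thallium flux B-score, printed positive for inhibition, exceeds three library SD while starting fluorescence stays within three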;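 further: channel opened by potassium depolarization with thallium stimulus after 20 min compound exposure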
PolyA inh: inhibitors of polyadenylation in S. cerevisiae | S. cerevisiae SKY197-pL101 polyadenylation reporter, beta-gal luminescence; efflux-impaired pdr1/pdr3 knockout yeast; score 100 = 6 SD above DMSO | calls only at 12 µM | 0.02% of 300,000 active;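 active means lowest replicate activity score at least 50, where 100 means six control SD above control mean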;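 further: yeast exposed to compound for 9 h at 30 °C; higher score means more reporter readthrough which indicates perturbed polyadenylation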
Platelet DG rel: modulates dense granule release in human platelets; human platelet-rich plasma, SFLLRN dense granule ATP release, luminescence; inhibition, %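 (compounds screened at 7.5 µM in platelet-rich plasma)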; 0.22% of 300,000 active; AID 1663;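 active means mean replicate score, as percent of positive control, at or above 50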
KCNK9 block: inhibitors of human KCNK9 two-pore domain potassium channel | HEK293 KCNK9, FluxOR thallium flux fluorescence; stronger effect = lower value | B-score at 10 µM | 1.2% of 310,000 active;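 active means ratio B-score over 3 SD below the library mean, with starting fluorescence within 5 SD of its mean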;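 further: negative B-score means less thallium flux so channel inhibition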
An asterisk follows results filed as active; i = inactive; / = no result given. Only part of the results is shown, so the mix of outcomes need not match the whole.

SMILES	KCNK3 inh	TRPC4 PAM	hERG rescue	KCNQ1 act	Dyrk1A ADPGlo	TRPC4 block	TRPC4 agonist	KCNQ1 block	PolyA inh	Platelet DG rel	KCNK9 block
CC(C)CN(C(=O)c1cccc(S(=O)(=O)N2CCN(C)CC2)c1)C1CCS(=O)(=O)C1 (configuration not stated)	i	i	-10	i	-3	i	i	i	i	-3	i
CC1CCCCC1NC(=O)c1ccncc1 (configuration not stated)	i	i	-7	i	2	i	i	i	i	-2	i
COc1ccc(/C=N/NC(=O)c2ccc(-c3ccccc3)cc2)cc1O	i	i	-1	i	5	i	i	i	i	-1	i
OCCNc1nc(Nc2ccccc2Oc2ccccc2)nc(N2CCCC2)n1	i	i	-15	i	/	i	i	i	i	-2	i
COc1ccc(S(=O)(=O)Nc2ccc3oc4ncccc4c(=O)c3c2)cc1OC	i	i	-3	i	0	i	i	i	i	0	i
COc1ccc(C23CC4CC(CC(C4)C2)C3)cc1C(=O)NCCN(C)C	i	i	-7	i	4	i	i	i	i	-6	i
CCOC(=O)c1cc2sccc2n1CC(=O)O	i	i	-6	i	3	i	i	i	i	-10	i
Cc1cc(C(=O)NCc2ccc(C(=O)O)o2)c(C)o1	i	i	-4	i	-1	i	i	i	i	-7	i
O=C(Cn1cnc2c(oc3ccccc32)c1=O)c1ccccc1	i	i	-12	i	-2	i	i	i	i	-2	i
COc1cc(C(=O)Nc2ccc(S(=O)(=O)Nc3nccc(C)n3)cc2)c([N+](=O)[O-])cc1OC	i	i	-4	i	-5	i	i	i	i	-2	i
CC(=O)Nc1ccc(S(=O)(=O)N2CCC(C(=O)NCCc3c[nH]c4ccccc34)CC2)cc1	i	i	-8	i	-3	i	i	i	i	1	i
CC(C)(C)Nc1ncnc2sc(-c3ccccc3)cc12	i	i	-8	i	2	i	i	i	i	7	i
CC(C)(C)c1ccc(C(=O)NC(=S)Nc2nc3c(s2)CCCC3)cc1	i	i	28*	33*	-6	i	i	i	i	-12	i
CCN(CC)C1CC(=O)N(c2ccc(Br)cc2)C1=O (configuration not stated)	i	i	-9	i	0	i	i	i	i	5	i
CCOC(=O)N1CCC(N2Cc3cccc(C(=O)N4CCN(c5cccc(Cl)c5)CC4)c3C2=O)CC1	i	i	-12	i	-4	i	i	i	i	1	i
Cc1cc(NC(=O)CSc2nnc(C3CC3)n2N)c([N+](=O)[O-])cc1C	i	i	-14	i	3	i	i	i	i	-5	i
COc1cc(CNCCc2ccccc2F)ccc1OCc1ccc(Cl)nc1	i	i	-6	i	-2	i	i	i	i	0	i
CCN1C(=O)CSc2ccc(C(=O)NCc3ccc(OC)cc3)cc21	i	i	-5	i	11	i	i	i	i	-1	i
O=C1OCc2cc(NS(=O)(=O)c3cccs3)ccc21	i	i	-3	i	-1	i	i	i	i	4	i
CC(=O)NCC(=O)OC(C)C(=O)Nc1ccc(C(C)=O)cc1 (configuration not stated)	i	i	-15	i	-9	i	i	i	i	-7	i
CCCn1c2ccccc2c2cnn(CC(=O)NC(C)CC)c(=O)c21 (configuration not stated)	i	i	0	i	-6	i	i	i	i	3	i
CCOC(=O)CN(C(=O)COc1nc(C)cc(C)c1C#N)c1ccc(Cl)cc1	i	i	-5	i	-1	i	i	i	i	-6	i
CC1(C)CC(NC(=O)c2cccc([N+](=O)[O-])c2)CC(C)(C)N1	i	i	-8	i	7	i	i	i	i	-3	i
COc1cc(C=O)ccc1OCc1cccc(Br)c1	i	i	-3	i	-7	i	i	i	i	22	i
COc1cc(/C=C2\SC(=O)N(CC(=O)Nc3cccc(C)c3)C2=O)ccc1OC(C)C(=O)O (configuration not stated)	i	i	-4	i	1	i	i	i	i	-16	i

Reprinted from the part before: two entries, followed by the next part.
SMILES	KCNK3 inh	TRPC4 PAM	hERG rescue	KCNQ1 act	Dyrk1A ADPGlo	TRPC4 block	TRPC4 agonist	KCNQ1 block	PolyA inh	Platelet DG rel	KCNK9 block
COc1cc(C=O)ccc1OCc1cccc(Br)c1	i	i	-3	i	-7	i	i	i	i	22	i
COc1cc(/C=C2\SC(=O)N(CC(=O)Nc3cccc(C)c3)C2=O)ccc1OC(C)C(=O)O (configuration not stated)	i	i	-4	i	1	i	i	i	i	-16	i
Cc1c(O)ccc2c(CN3CCN(Cc4ccccc4)CC3)cc(=O)oc12	i	i	-7	i	6	i	i	i	i	3	i
CCCCn1c(N)c(N(CC(C)C)C(=O)c2ccc(N3C(=O)c4ccccc4C3=O)cc2)c(=O)[nH]c1=O	i	i	-9	i	-2	i	i	i	i	-3	i
c1ccc(CCN(Cc2ccccc2)C2CCN(C3CCCC3)CC2)cc1	i	i	-19	i	/	i	i	i	i	-2	i
O=C(NC1CCCC1)C(c1ccc(F)cc1)N(Cc1ccccc1)C(=O)c1csnn1 (configuration not stated)	i	i	-10	i	-2	i	i	i	i	-10	i
CC(O)c1cccc(NC(=O)CCC(=O)O)c1 (configuration not stated)	i	i	0	i	10	i	i	i	i	-5	i
Cn1c(=O)cc(SCC(=O)NCC2COc3ccccc3O2)c2ccccc21 (configuration not stated)	i	i	-7	i	8	i	i	i	i	1	i
O=C(c1ccc(F)cc1)N1CCCC(C(=O)N2CCCCC2)C1 (configuration not stated)	i	i	-7	i	4	i	i	i	i	-1	i
CCN1CCCC1CNC(=O)Cn1cnc2sc(C)c(S(=O)(=O)N3CCC(C)CC3)c2c1=O (configuration not stated)	/	i	-11	i	/	i	i	i	i	-3	i
N#Cc1c(C(F)(F)F)cc(-c2ccc(F)cc2)[nH]c1=O	i	i	-6	i	9	i	i	11*	/	-2	i
Cc1ccc(-n2c(-c3cc(-c4ccco4)[nH]n3)n[nH]c2=S)c(Br)c1	i	i	-15	i	/	i	i	6*	i	8	i
CC1(c2nnc(-c3ccc(F)cc3)o2)CC(c2c(Cl)cccc2Cl)=NO1 (configuration not stated)	i	i	-7	i	/	i	i	i	i	2	i
CC(C)C(C(=O)Nc1nccs1)c1ccc(Cl)cc1 (configuration not stated)	i	i	-2	i	-8	i	i	i	i	-1	i
O=C(O)c1ccc(Cl)c(S(=O)(=O)NC(Cc2c[nH]c3ccccc23)C(=O)O)c1 (configuration not stated)	i	i	-3	i	-3	i	i	i	i	2	i
CCOc1cc(NC(=S)NCc2ccco2)c(OCC)cc1NC(=O)CC(C)C	i	i	-11	i	-1	i	i	i	i	3	i
COc1cc2c(cc1NC(=O)C1CCCO1)oc1ccccc12 (configuration not stated)	i	i	-13	i	7	i	i	i	/	-31	i
NC(=O)c1ccc(Oc2ccc(C(N)=O)cc2)cc1	i	i	-14	i	5	i	i	i	i	-2	i
CC(C)NC(=O)N1CC(c2ccccc2)C(c2ccc(Cl)cc2)=N1 (configuration not stated)	i	i	-10	i	1	i	i	i	i	-5	i
CCCc1cc(=O)[nH]c2nnc(SCC(=O)NCc3ccc4c(c3)OCO4)n12	i	i	-8	i	4	i	i	i	i	-1	i
O=C(NNS(=O)(=O)c1ccccc1[N+](=O)[O-])c1ccc(F)cc1	i	i	-12	i	0	i	i	i	/	1	i
Cc1cc(C)nc(NS(=O)(=O)c2ccc(NC(=O)C3(c4ccc([N+](=O)[O-])cc4)CCCC3)cc2)n1	i	i	-5	i	-3	i	i	i	i	-87	i
O=C(Cc1csc(N2CCOCC2)n1)N/N=C/c1ccc(O)c(O)c1O	i	i	-10	i	/	i	i	i	i	2	i
CCCCN(C(=O)c1ccc([N+](=O)[O-])s1)c1c(N)n(CC(C)C)c(=O)[nH]c1=O	i	i	-13	i	9	i	i	i	i	8	i
CC(C)CC(=O)Nc1cccc(-c2cn3ccsc3n2)c1	i	i	-10	i	2	i	i	i	i	1	i
Cc1nc(N2CCN(c3ccccc3O)CC2)c2c(-c3ccccc3)csc2n1	-9.9*	i	-12	i	-4	i	i	18*	i	-3	i
O=C(Cc1c(O)c2ccccc2oc1=O)c1ccc(C(F)(F)F)cc1	i	i	-4	i	3	i	i	i	i	-4	i

KCNQ1 act: entries above that show a hit
| mol | KCNK3 inh | TRPC4 PAM | KCNQ1 act | Dyrk1A ADPGlo | TRPC4 block | TRPC4 agonist | KCNQ1 block | PolyA inh | Platelet DG rel | KCNK9 block |
| --- | --- | --- | --- | --- | --- | --- | --- | --- | --- | --- |
| CC(C)(C)c1ccc(C(=O)NC(=S)Nc2nc3c(s2)CCCC3)cc1 | i | i | 33* | -6 | i | i | i | i | -12 | i |

(list continues)
SMILES	KCNK3 inh	TRPC4 PAM	hERG rescue	KCNQ1 act	Dyrk1A ADPGlo	TRPC4 block	TRPC4 agonist	KCNQ1 block	PolyA inh	Platelet DG rel	KCNK9 block
O=C(CCC(=O)Nc1ccc(F)cc1)N/N=C/c1cccnc1	i	i	-8	i	-3	i	i	i	i	-1	i
CC(C)CCNC(=O)NC(=O)CSc1ncccn1	i	i	-13	i	1	i	i	i	i	0	i
CC1CCN(S(=O)(=O)c2ccc3c(c2)N(CC(=O)NCCCOC(C)C)C(=O)CS3)CC1	i	i	-3	i	-6	i	i	i	i	-8	i
CCc1cc2cc(C(=O)Nc3ccc(F)cc3)sc2s1	i	i	-11	i	-2	i	i	i	i	11	i
O=C(CCNS(=O)(=O)c1ccc(Cl)cc1)NCc1cccs1	i	i	-4	i	4	i	i	i	i	1	i
COC(=O)c1ccc(CSc2nnnn2Cc2ccccc2)cc1	i	i	-8	i	3	i	i	i	i	-12	i
COc1cc(C(C(=O)NC(C)(C)C)N(C(=O)CNC(=O)c2cccs2)c2cccnc2)cc(OC)c1OC (configuration not stated)	i	i	-2	i	0	i	i	i	i	-2	i
O=C1CC(c2ccccc2)Cc2nc(N3CCc4ccccc4C3)ncc21 (configuration not stated)	i	i	-10	i	-7	i	i	i	i	2	i
O=C(/C=C/c1ccc(F)cc1)NCCc1ccc2c(c1)OCCO2	i	i	-3	i	-2	i	i	i	i	-6	i
O=C(O)c1ccc(NC(=S)NC(=O)c2ccc(-c3ccccc3)cc2)cc1	i	i	-10	i	20	-6*	i	i	i	-2	i
COc1ccc(-c2cc(C(=O)NCc3ccco3)c3ccccc3n2)c(OC)c1	i	i	-20	i	-2	i	i	i	i	2	i
COc1ccc(C2CC(c3ccc(Br)cc3)Nc3nc(N)nn32)cc1 (configuration not stated)	i	i	-16	i	0	i	i	i	i	-10	i
CC(=O)Nc1nc(-c2ccc3c(c2)CCO3)cs1	i	i	-15	i	23	i	i	i	i	10	i
